Bioassay records deposited in PubChem by several laboratories.
M4 antag – human M4 muscarinic receptor antagonists, primary screen, CHO cells, Fluo-8 calcium fluorescence. 0.73% of 360,000 active. Muscarinic acetylcholine receptor M4 (Homo sapiens), P08173. AID 624125, 2012. CHO-hM4 cells, ACh EC80. inhibition, % at 3 µM;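 active = inhibition above its plate's cutoff, the mean inhibition of sample wells plus 3 SD, cut at about 27% in these data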;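 also: 0% = acetylcholine EC80 with DMSO and 100% = DMSO without agonist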
M4 ag – human M4 muscarinic receptor agonists, primary screen, CHO-K1 cells, Fluo-8 calcium fluorescence. 0.14% of 360,000 active. activation, % at 3 µM. AID 624127, 2012. CHO-K1 hM4/Gqi5; vehicle 0%, full acetylcholine response 100%. Muscarinic acetylcholine receptor M4 (Homo sapiens), P08173;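 active = activation above the run mean over all test wells plus 3 SD, cut at about 32% in these data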;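 also: peak over basal fluorescence ratio per well then scaled between controls; 0% = DMSO wells and 100% = acetylcholine at EC100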
CHRM5 antagonist – human M5 muscarinic receptor antagonists, primary screen, CHO cells, Fluo-8 calcium fluorescence; 0.59% of 360,000 active; inhibition, % at 3 µM; Muscarinic acetylcholine receptor M5 (Homo sapiens), P08912; CHO-hM5 cells, ACh EC80; AID 624040, 2012;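 active = inhibition above a per-plate cutoff, the mean of that plate's test compounds plus 3 SD, cut at about 27% in these data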;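 also: 0% = acetylcholine EC80 with DMSO and 100% = DMSO without agonist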
Target sequence (P08912 whole entry, looked up): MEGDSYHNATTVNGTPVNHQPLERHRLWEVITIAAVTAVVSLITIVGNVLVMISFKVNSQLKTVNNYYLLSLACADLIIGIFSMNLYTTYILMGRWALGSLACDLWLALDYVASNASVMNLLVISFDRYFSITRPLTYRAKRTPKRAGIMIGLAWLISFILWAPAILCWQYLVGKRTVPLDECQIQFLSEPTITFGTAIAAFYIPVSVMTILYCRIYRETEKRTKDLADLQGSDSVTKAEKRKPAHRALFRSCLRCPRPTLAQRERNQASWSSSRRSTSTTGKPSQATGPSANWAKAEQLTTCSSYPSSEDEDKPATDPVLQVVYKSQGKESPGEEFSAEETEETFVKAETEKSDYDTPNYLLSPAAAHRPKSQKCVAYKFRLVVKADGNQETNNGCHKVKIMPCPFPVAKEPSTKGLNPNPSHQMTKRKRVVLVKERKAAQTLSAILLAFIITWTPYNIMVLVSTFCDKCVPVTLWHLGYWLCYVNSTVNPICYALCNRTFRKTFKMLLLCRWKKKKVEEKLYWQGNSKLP
CRFR2-BP antag – antagonists of CRF-BP/CRF-R2 complex, primary screen, cell-based, HEK293, calcium dye fluorescence, uHTS | CRF-induced calcium fluorescence | inhibition, % at 11.8 µM | 0.59% of 350,000 active;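 active = inhibition of the ligand-induced calcium signal above about 50% at the single tested concentration, limit read from the data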
M4 PAM – human M4 muscarinic receptor positive allosteric modulators, primary screen, CHO-K1 cells, Fluo-8 calcium fluorescence; activation, % at 3 µM; CHO-K1 hM4/Gqi5, ACh EC20; 0% = ACh EC20, 100% = maximal ACh; 0.4% of 360,000 active;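 active = activation above its plate's cutoff, the mean activation of sample wells plus 3 SD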; also: some results filed as inactive read as strong as hits
CRFR2-BP ag – agonists of CRF-BP/CRF-R2 complex, primary screen, cell-based, HEK293, calcium dye fluorescence, uHTS. CRF-binding protein / CRF receptor 2 complex (human). calcium dye fluorescence (FLIPR); percent of saturating CRF peptide response. activation, % at 13.2 µM. 0.46% of 350,000 active. AID 588473, 2011;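 active = activation of at least 50%, plus an integration ratio under a set limit after plate pattern correction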;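 also: plate controls were neutral control wells without compound for no effect and CRF at EC100 for full effect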
CHRM5 agonist – human M5 muscarinic receptor agonists, primary screen, CHO-K1 cells, Fluo-8 calcium fluorescence. 0.19% of 360,000 active. Muscarinic acetylcholine receptor M5 (Homo sapiens), P08912. activation, % at 3 µM. CHO-K1 hM5 cells; 0% DMSO wells, 100% maximal acetylcholine response;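 active = activation above the run's mean over test compounds plus 3 SD, cut at about 23% in these data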;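 also: signal is peak over basal fluorescence ratio across the kinetic read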
M5 PAM – human M5 muscarinic receptor positive allosteric modulators, primary screen, CHO-K1 cells, Fluo-8 calcium fluorescence; activation, % at 3 µM; 0.3% of 360,000 active; CHO-K1 hM5, ACh EC20 PAM; 0% = ACh EC20, 100% = ACh EC100; Muscarinic acetylcholine receptor M5 (Homo sapiens), P08912;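 active = activation above the run cutoff, the mean activation of all test compounds plus 3 SD, cut at about 18% in these data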
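System – CHO-K1 hM5 cells · Compound – 3 µM, single dose · Incubation – compound preincubation 140 s before EC20 acetylcholine addition · Technique – Fluo-8 calcium fluorescence · Measure – Max/basal fluorescence ratio as % of EC20–EC100 ACh window · Benchmarks – low control EC20 acetylcholine (0%), high control EC100 acetylcholine (100%) · Replication – singlicate, one well per test compound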
CHRM1 PAM – human M1 muscarinic receptor positive allosteric modulators, primary screen, CHO-K1 cells, Fluo-8 calcium fluorescence, 1536-well; AID 588819, 2011; activation, % at 3 µM; CHO-K1 hM1, ACh EC20; 0% = ACh EC20, 100% = maximal ACh; 0.088% of 360,000 active; in the data active = activation above about 19%, passing the limit was not always enough
Target sequence (P11229 whole entry, looked up): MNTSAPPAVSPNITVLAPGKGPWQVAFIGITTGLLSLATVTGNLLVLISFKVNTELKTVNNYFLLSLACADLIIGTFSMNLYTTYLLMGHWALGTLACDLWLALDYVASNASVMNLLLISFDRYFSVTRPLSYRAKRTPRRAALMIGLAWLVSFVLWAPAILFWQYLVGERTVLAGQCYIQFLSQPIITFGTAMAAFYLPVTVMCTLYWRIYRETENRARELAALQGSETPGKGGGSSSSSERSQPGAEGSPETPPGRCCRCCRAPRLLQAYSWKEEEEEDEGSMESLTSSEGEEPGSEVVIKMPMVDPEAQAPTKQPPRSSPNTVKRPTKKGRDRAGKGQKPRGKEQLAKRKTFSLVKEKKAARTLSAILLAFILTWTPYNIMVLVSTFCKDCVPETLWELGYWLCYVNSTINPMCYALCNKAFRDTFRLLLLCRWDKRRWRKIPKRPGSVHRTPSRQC
Starred values were filed as active, the others as inactive; x = no result given. Compounds as they come; about 2.6% have a hit in one of these screens.

No.	SMILES	M4 ag	CHRM1 PAM	CRFR2-BP antag	CHRM5 antagonist	M4 antag	CRFR2-BP ag	CHRM5 agonist	M5 PAM	M4 PAM
1	O=C(COc1ccccc1F)NNC(=O)c1ccc(N2CCCCC2)c([N+](=O)[O-])c1	8.1	-2.6	0.3	1.2	-6.6	-0.6	3.5	-9.6	-4.0
2	O=C(CCn1cnc2ccccc21)N=Nc1c(O)[nH]c2ccccc12	5.3	4.3	0.0	2.9	-7.4	-2.4	-6.8	-3.0	-14.4
3	CSCCC(NC(=O)/C(=C\c1ccc(Cl)cc1)NC(=O)c1ccccc1)C(=O)O (stereo unspecified)	1.1	10.6	-2.3	1.1	-2.0	1.0	-2.2	-8.7	1.3
4	S=C(c1cccs1)N1CCN(c2ccccc2)CC1	1.0	-3.3	23.9	-2.2	0.9	-2.2	-2.9	5.4	-0.8
5	CCN(CC)S(=O)(=O)c1cccc(NC(=O)COC(=O)CNC(=O)c2cccc(F)c2)c1	3.8	-1.8	9.8	3.9	0.9	-2.4	3.5	-4.3	-4.3
6	CC(C)CC(=O)NC(=S)Nc1ccc(S(=O)(=O)Nc2nccs2)cc1	0.5	0.1	8.8	-1.2	3.3	-1.7	-2.1	8.2	0.4
7	O=C(O)C1C2CCC(C2)C1C(=O)NCc1ccco1 (stereo unspecified)	0.2	4.5	-37.1	-3.3	-5.0	1.5	1.7	3.4	21.0
8	O=C(O)c1cccc2c(/C=N/Nc3ccccn3)c[nH]c12	0.3	4.7	-6.9	1.5	11.8	-1.0	-1.7	4.3	0.7
9	O=C(OCCN1CCN(c2ncc(C(F)(F)F)cc2Cl)CC1)c1ccc(F)cc1	-0.2	5.4	1.1	-3.5	5.5	2.0	-1.0	6.1	-0.8
10	NC(=O)CCC(NC(=O)c1ccc(Cl)cc1)C(=O)O (stereo unspecified)	0.7	2.9	-11.1	4.2	3.1	-0.5	0.8	2.2	2.1
11	COc1ccc(N2CC(C(=O)OCC(=O)NCc3ccccc3)CC2=O)cc1 (stereo unspecified)	1.8	4.4	19.1	-4.5	-12.9	-0.5	-2.0	-1.3	7.2
12	Nc1c(C(=O)NC2CCCC2)c2nc3ccccc3nc2n1N	3.3	4.4	-28.5	2.5	-1.8	0.4	-3.0	-1.6	-0.8
13	CSc1cccc(NC(=O)C(=O)NCc2ccccc2)c1	-0.4	13.8	8.2	2.9	2.7	0.2	-3.6	-0.1	-2.4
14	CCCN(Cc1ccccc1)C(=S)Nc1ccc(OC(F)F)cc1	2.3	-1.1	22.8	-0.9	-21.2	-0.3	-6.2	-7.6	4.9
15	CN=C1S/C(=C\c2c(OC)cc(OC)cc2OC)C(=O)N1C	-0.6	6.5	2.1	3.3	10.9	-5.2	-2.4	-1.9	-3.6
16	Cc1oc2cc3oc(=O)c(CCC(=O)NCCCN4CCOCC4)c(C)c3cc2c1C	1.3	-2.7	-0.7	3.5	-22.6	0.1	2.3	1.1	5.2
17	Cn1cc(C(N)=O)c2ccccc21	1.0	1.7	-0.3	-0.5	-12.4	0.6	2.7	-4.4	3.0
18	O=C(CCNC(=O)Cn1ccc2ccccc2c1=O)NCCCN1CCOCC1	1.3	5.3	-1.8	-6.0	6.5	-0.5	-0.4	10.4	-0.7
19	CN1CCN(C(=O)Nc2cccc3ccccc23)CC1	0.6	-0.1	12.0	3.7	-3.2	0.4	-2.2	-8.0	6.2
20	CSc1nc(Cl)cc(N(CCO)CCO)n1	0.0	-0.5	-2.9	1.4	-7.3	1.8	-1.4	5.2	-4.0

Continued, starting with the last two of the part before.
No.	SMILES	M4 ag	CHRM1 PAM	CRFR2-BP antag	CHRM5 antagonist	M4 antag	CRFR2-BP ag	CHRM5 agonist	M5 PAM	M4 PAM
19	CN1CCN(C(=O)Nc2cccc3ccccc23)CC1	0.6	-0.1	12.0	3.7	-3.2	0.4	-2.2	-8.0	6.2
20	CSc1nc(Cl)cc(N(CCO)CCO)n1	0.0	-0.5	-2.9	1.4	-7.3	1.8	-1.4	5.2	-4.0
21	COc1cccc(C2CC(c3ccccc3Cl)Nc3nc(N)nn32)c1 (stereo unspecified)	5.5	11.6	-64.3	-7.6	12.0	14.9	4.4	12.6	5.2
22	Cn1c(=O)c(-c2ccccc2)nc2ccccc21	0.2	2.7	0.4	2.7	1.2	-1.1	-2.2	-4.9	-3.7
23	COc1ccc(CCC(=O)NC2CCCN(Cc3ccc(Cl)cc3)C2)cc1OC (stereo unspecified)	0.0	1.2	-0.7	17.5	-9.3	-0.7	-8.6	-4.7	3.9
24	Cc1cc(C(=O)N/N=C\C(Br)=C\c2ccccc2)c(C)o1	16.2	-12.7	-20.5	21.0	-7.1	0.2	-1.3	-11.0	-6.3
25	O=C(Nc1nccs1)c1ccc(-c2ccccc2Cl)o1	-2.6	0.3	-7.1	10.1	-8.5	-2.7	-4.3	-6.6	7.1
26	Cc1ccccc1C(=O)Nc1nnc(S(=O)(=O)N2CCCCCC2)s1	2.0	23.9	-30.3	-9.4	-21.8	8.6	0.5	3.8	8.8
27	CCOc1ccc2cc(S(=O)(=O)n3ccnc3C)ccc2c1	-0.1	2.7	0.1	6.7	5.6	-0.9	-1.7	0.8	1.7
28	COc1ccc(Br)cc1CNC(=O)Cn1nc(C)n2cccc2c1=O	-1.8	7.6	4.7	-9.2	-27.7	0.4	-5.3	7.8	10.3
29	CCn1c(SCC(=O)Nc2cccc(NC(=O)c3ccco3)c2)nnc1-c1cccs1	8.8	-4.3	2.5	2.0	-8.5	1.4	-0.9	-4.2	-7.3
30	CC(C)(C)NC(=O)CSc1nsc(SCC(=O)NC(C)(C)C)c1C#N	4.1	-0.3	-24.5	5.6	11.8	8.7	7.2	-1.0	4.9
31	C#CCNC(=O)C1=C[C@H](c2ccc3c(c2)OCO3)C[C@H](OCc2ccc(CO)cc2)O1	3.4	9.2	3.1	11.0	-2.6	0.9	3.1	5.2	4.5
32	CC(NC=O)c1nc2ccccc2n1CCc1ccccc1 (stereo unspecified)	0.2	8.8	0.5	9.1	1.8	-0.4	-1.2	2.5	-2.6
33	COc1ccc(CN2C[C@H]3CON(C)[C@H]3C[C@H]2c2ccc(-c3cccc(F)c3)cc2)cc1	0.0	-4.5	14.2	-0.9	0.1	0.1	0.5	-0.6	1.6
34	O=C1CCCN=C(Nc2ccc(F)c(Cl)c2)S1	5.2	4.2	15.4	20.0	-0.6	-1.9	-2.7	-13.6	-13.7
35	CCN(CC)S(=O)(=O)c1ccc(N2CCOCC2)c(NC(=O)CCC2CCCCC2)c1	-2.5	1.9	44.6	-3.1	4.1	-0.7	-0.1	-2.9	-8.2
36	CSC1=NC2(CC(c3ccccc3)Oc3cc(O)ccc32)CC(C)(C)N1 (stereo unspecified)	21.9	-12.0	-32.4	-4.1	-11.2	-0.3	1.1	3.5	2.9
37	C=C1C(=O)C23C(O)C1CCC2C12COC3(O)C(O)C1C(C)(C)CCC2O (stereo unspecified)	0.5	20.8	x	10.2	-9.1	x	1.7	-0.1	6.5
38	O=C(Cc1ccccc1)CC(CC(=O)c1ccccc1)c1ccccc1 (stereo unspecified)	7.4	-4.1	-1.6	22.7	0.5	3.9	0.8	-9.3	-5.2
39	Cc1ccc(C)c(C(=O)Cn2ncc(Cl)c(Cl)c2=O)c1	0.7	1.1	8.4	-11.7	-0.4	-3.2	-4.7	-1.5	3.9
40	COc1ccc(NC2CCCN(C(=O)c3ccc(OC)cc3OC)C2)cc1 (stereo unspecified)	11.3	12.5	-6.9	0.8	31.5*	0.1	-0.2	10.7	-2.5

2 entries from above, with the structure last.
| nr | M4 ag | CHRM1 PAM | CRFR2-BP antag | CHRM5 antagonist | M4 antag | CRFR2-BP ag | CHRM5 agonist | M5 PAM | M4 PAM | Structure |
| --- | --- | --- | --- | --- | --- | --- | --- | --- | --- | --- |
| 39 | 0.7 | 1.1 | 8.4 | -11.7 | -0.4 | -3.2 | -4.7 | -1.5 | 3.9 | Cc1ccc(C)c(C(=O)Cn2ncc(Cl)c(Cl)c2=O)c1 |
| 40 | 11.3 | 12.5 | -6.9 | 0.8 | 31.5* | 0.1 | -0.2 | 10.7 | -2.5 | COc1ccc(NC2CCCN(C(=O)c3ccc(OC)cc3OC)C2)cc1 (stereo unspecified) |

Next section
No.	SMILES	M4 ag	CHRM1 PAM	CRFR2-BP antag	CHRM5 antagonist	M4 antag	CRFR2-BP ag	CHRM5 agonist	M5 PAM	M4 PAM
41	C=CC[C@@H](CC(=O)N(CCO)Cc1ccccc1)C(=O)N[C@@H](COC(=O)[C@@H](CC=C)Cc1ccc(F)cc1)Cc1c[nH]c2ccccc12	1.0	0.3	9.9	-4.7	-1.6	-1.1	4.2	4.4	1.8
42	c1ccc(CN2CCN(CCCNc3ccc4nnc(-c5ccccc5)n4n3)CC2)cc1	1.8	-15.4	0.0	9.1	9.5	0.8	-2.5	-7.6	-10.5
43	CC(C)N1CCC(N2CCN(Cc3nc4ccccc4s3)CC2CCO)CC1 (stereo unspecified)	0.7	-0.4	-20.6	1.3	6.1	2.4	-2.8	1.0	-7.3
44	COC(=O)c1sccc1NC(=O)Nc1cccc(OC)c1	3.7	-3.4	-7.4	8.0	1.6	0.5	-4.7	-3.8	6.0
45	C=CCOc1ccc(C[C@H](N)C(=O)NC[C@H]2O[C@@H](n3cnc4c(N)ncnc43)[C@H](O)[C@@H]2O)cc1	0.1	-0.5	2.9	3.4	7.3	-1.1	0.7	-1.6	-0.9
46	O=C(Nc1ccc(F)c(F)c1)c1ccco1	0.9	10.5	-0.8	1.3	-7.7	-0.6	-1.6	6.5	8.0
47	Cc1ccc(C(=O)Nc2ccc(N3CCN(C(=O)c4ccco4)CC3)cc2)cc1	2.7	5.9	-0.7	1.6	8.7	0.4	-0.9	3.8	0.5
48	CCOC(=O)Cc1csc(NC(=O)Cn2c(=O)oc3ccccc32)n1	0.7	2.1	2.8	-3.8	1.8	0.3	4.6	3.4	-2.9
49	COc1cc(NC(=O)C(=O)N2CCN(C)CC2)c(OC)cc1Cl	0.2	0.8	1.1	-8.2	-13.2	-1.3	5.5	4.4	0.1
50	Cc1cc(=O)oc2cc(OCC(=O)N3c4ccccc4NC(=O)C3(C)C)ccc12	10.8	-6.0	-9.8	6.6	-10.1	0.2	1.9	0.2	-3.7
51	COc1ccc(NC(=O)CSc2ccc(F)cc2)cc1S(=O)(=O)N1CCCCC1	7.6	-7.8	-20.6	4.6	-13.2	2.2	3.2	-7.6	7.8
52	COC(=O)c1ccc2nc(C3CCCCC3)c(Cc3ccccc3C(F)(F)F)n2c1	-2.7	-5.2	x	-9.4	-40.1	x	-3.7	-2.0	-1.1
53	CCOC(=O)C(NC(=O)c1ccccc1)(OCc1ccc(F)cc1)C(F)(F)F (stereo unspecified)	-2.7	1.0	2.1	0.8	7.8	0.3	-8.0	-1.1	-7.4
54	O=C(c1ccco1)N1CCN(C(=O)c2ccccc2Oc2ccccc2)CC1	0.8	5.8	6.2	-3.2	0.2	-1.3	2.3	0.7	-0.4
55	COc1cccc(NC(=O)CN(C)C(=O)c2cccnc2Nc2cccc(C(F)(F)F)c2)c1	5.1	13.3	-36.3	3.5	-5.1	5.9	0.6	2.2	13.9
